Assay outcomes: PubChem BioAssay, several laboratories
aDG glyco up = activators of alpha-DG glycosylation, primary screen, uHTS, Pro5-aDG cells, AlphaScreen; AID 624168, 2012; activation, % at 10 µM; hit rate 0.22% among 360,000; alpha-DG glycosylation AlphaScreen (IIH6); 0% Pro5, 100% B10-LARGE cell signal;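 active = activation of at least 8% versus controls, or a plate z-score of at least 8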;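 also: Pro5 are CHO cells carrying HIG-tagged alpha-DG that lacks glycosylation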
Peg3 prom inh = Peg3 promoter-driven luciferase inhibitors, primary screen, cell-based, HeLa, luciferase luminescence | HeLa PEG-Prom luciferase reporter, overnight | inhibition, % at 20 µM | hit rate 1.7% among 360,000 | AID 588405, 2011;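 active = inhibition of at least 50% at 20 µM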
Shn3 3UTR inh = reduction of Shn3 3'UTR firefly luciferase signal, primary screen, Schnurri-3 inhibitor project, cell-based, Clone20 osteoblasts, set 2. Clone20 osteoblast Shn3 3'UTR firefly luciferase, 24 h. inhibition, % at 12.5 µM. hit rate 0.52% among 360,000. AID 588674, 2011;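 active = mean inhibition of at least 75% with every replicate also reaching 75%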;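 also: 0% = median of neutral control wells and 100% = pilot-screen positive control compound; some compounds past the cut are filed as inactive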
KKLEB cytotox = cytotoxicity in KKLEB CF airway cells, primary screen, cytotoxicity control for CF NF-kB inhibitor project, cell-based, uHTS, fluorescence assay plates; KKLEB CF airway cells viability, ATPlite luminescence, overnight; stronger effect = lower value; cells stimulated with P. aeruginosa culture filtrate; hit rate 0.36% among 360,000; activity change (cytotoxicity), % at 5 µM; AID 602141, 2011;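 active = corrected activity change at or below -50% at 5 µM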
CF NFkB block = inhibitors of PAF-induced NF-kB signaling, primary screen, cell-based, GFP fluorescence, uHTS; KKLEB NF-kB-GFP reporter, GFP fluorescence overnight; inhibition, % at 5 µM; hit rate 0.86% among 360,000; AID 588850, 2011;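 active = at least 50% inhibition at 5 µM, scaled per plate between neutral and stimulator controls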;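 also: PAF is a Pseudomonas aeruginosa culture filtrate used as stimulus; plate controls were PAF-stimulated DMSO wells for no effect and unstimulated DMSO wells for full effect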
TWEAK-Fn14 inh = inhibitors of TWEAK-Fn14 signaling, primary screen, luciferase reporter cells, uHTS; inhibition, % at 10 µM; TWEAK-stimulated Fn14 reporter cells, luciferase luminescence, 8 h; hit rate 2% among 360,000; AID 1159606, 2016; in the data active = inhibition above about 50%
NR2E3 ag-1 = inhibitors of NR2E3-RetCOR corepressor binding, primary screen, NR2E3 agonist project, biochemical, TR-FRET, GST-NR2E3, biotin-RetCOR. Photoreceptor-specific nuclear receptor (Homo sapiens), Q9Y5X4. 1536-well. inhibition of corepressor binding, % at 4.78 µM. hit rate 0.12% among 320,000. AID 2300, 2010;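 active = percent inhibition above the cutoff of mean plus 3 SD of all tested compounds, set per screening campaign, cut at about 20% in these data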;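 also: 0% = DMSO wells and 100% = biotin wells as full block of FRET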
Target sequence (Q9Y5X4 whole entry, looked up): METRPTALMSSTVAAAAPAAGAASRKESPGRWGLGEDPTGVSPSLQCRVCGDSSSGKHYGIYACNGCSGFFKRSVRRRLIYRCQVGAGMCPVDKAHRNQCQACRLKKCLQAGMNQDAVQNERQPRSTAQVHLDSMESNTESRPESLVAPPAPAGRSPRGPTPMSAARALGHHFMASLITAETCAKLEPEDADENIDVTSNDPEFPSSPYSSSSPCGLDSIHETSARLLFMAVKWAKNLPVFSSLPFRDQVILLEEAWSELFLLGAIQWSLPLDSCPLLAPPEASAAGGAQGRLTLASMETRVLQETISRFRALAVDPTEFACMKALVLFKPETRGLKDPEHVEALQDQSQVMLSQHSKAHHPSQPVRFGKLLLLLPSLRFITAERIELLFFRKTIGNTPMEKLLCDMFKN
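Test system – NR2E3–RetCOR corepressor complex · Quantity – NR2E3 fusion 1.35 nM · Buffer or medium – Tris pH 7.5 · Incubation – Compound–protein incubation for 5 h at 4 °C · Technique – TR-FRET, Eu(K)-anti-GST donor, streptavidin-D2 acceptor, ex 340, em 617/671 nm · Evaluation – percent inhibition of 671/617 nm emission ratio versus biotin and DMSO controls · Plate – 1536-well format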
MITF TRPM1 inh = inhibitors of MITF-dependent TRPM1 promoter reporter, primary screen, cell-based, SK-MEL-5, single point, luciferase | SK-MEL-5 TRPM1 promoter luciferase, 24 h | inhibition, % at 12.5 µM | hit rate 0.83% among 330,000 | AID 488899, 2010;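 active = mean inhibition across replicates of 60% or more, whatever share of single replicates reaches that level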; also: values of inactives mirror those of a sister screen read the other way
iPSC survival up = enhancers of single-cell hiPSC survival, primary screen, ATPlite luminescence; survival enhancement, % at 20 µM; 100% = ROCK inhibitor wells, 0% = DMSO; AID 602274, 2012; hit rate 0.044% among 360,000; in the data active = survival enhancement above about 18%;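 also: cells exposed to compounds for 16 hours before the ATP read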
HIF-2a inh = HIF-2a reporter inhibitors, primary screen, luminescence, 786-0 RCC cells; hit rate 0.72% among 360,000; 786-0 RCC cells HIF-2a reporter, luciferase luminescence, overnight; inhibition, % at 18.8 µM;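 active = inhibition of the luminescence signal of 40% or more relative to plate controls, in a single-dose primary screen at 18.75 µM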
NR2E3 ag-2 = NR2E3 agonists in two-hybrid cells, primary screen, cell-based, luminescence, CHO-S, Gal4-NCOR/VP16-NR2E3; Photoreceptor-specific nuclear receptor (Homo sapiens), Q9Y5X4; inhibition of corepressor binding, % at 3.98 µM; AID 602229, 2012; luciferase; hit rate 0.35% among 360,000;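 active = inhibition above the mean of all tested compounds plus 3 SD, cut at about 70% in these data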;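 also: 0% = DMSO with NR2E3 transfected cells and 100% = cells lacking NR2E3 construct; higher means lower luciferase signal from less NR2E3 corepressor binding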
An asterisk follows results filed as active; . = no result given.

SMILES	aDG glyco up	Peg3 prom inh	Shn3 3UTR inh	KKLEB cytotox	CF NFkB block	TWEAK-Fn14 inh	NR2E3 ag-1	MITF TRPM1 inh	iPSC survival up	HIF-2a inh	NR2E3 ag-2
CCOC(=O)c1nc(S(C)(=O)=O)ncc1Cl	0.5	105*	96*	-4	69*	14	4	29	-2.1	46*	-25
Cc1cc(C)nc(NN=CC2=C(N3CCOCC3)/C(=C/c3ccc(Cl)cc3)CC2)n1	0.5	4	-7	-16	10	14	.	22	1.8	-8	-10
O=C(Cn1cc(C(F)(F)F)cc(Cl)c1=O)NCc1ccc(Cl)cc1	0.1	-36	-9	8	-7	-8	-3	-14	0.2	-12	-3
CCC(=O)Nc1nnc(SCC(=O)Nc2ccc3c(c2)OCCO3)s1	-0.3	-18	-2	-3	-23	10	0	0	-0.4	0	-8
O=C(O)CC1(CC(=O)N2CCC(C(=O)O)CC2)CCCC1	0.1	10	6	6	-9	8	-1	5	0.4	4	3
Cc1[nH]ccc(=O)c1OCc1ccccc1	0.1	13	-17	-8	1	1	6	-8	-1.3	1	-4
O=C(c1cccs1)N1CCC(c2nc3c(nnn3Cc3ccccc3)c(=O)[nH]2)CC1	-0.2	8	-7	0	8	-5	2	13	-2.5	3	-6
CCOC(=O)NC1(C(F)(F)F)C(=O)N(Cc2ccccn2)C2=C1C(=O)CC(C)(C)C2 (centres undefined)	-0.1	4	13	2	4	7	2	0	1.2	0	18
O=C(COC(=O)c1ccc([N+](=O)[O-])o1)Nc1cccc2ccccc12	-0.5	2	-9	7	14	10	-3	4	-0.4	12	-10
CN1CC(=O)Nc2ccccc2C1=O	0.0	2	12	19	-16	17	3	-3	-0.4	-92	4
CCOC(=O)c1ccc(NC(=O)c2ccco2)cc1	-0.1	-251	-55	7	1	-9	-3	-75	-0.1	-270	-73
CC(=O)Nc1ccc(/C=N\NC(=O)CNS(=O)(=O)c2ccc([N+](=O)[O-])cc2)cc1	-0.2	18	-3	-7	-4	-9	0	-39	-1.3	13	-6
COc1ccc(OC)c(C(C)NC(=O)C23CC4CC(CC(C4)C2)C3)c1 (centres undefined)	0.6	19	21	-4	8	-13	2	10	0.0	14	-10
Cc1ccc(NC(=S)NCCC(c2ccccc2)c2ccccc2)c(C)c1	1.5	37	24	0	0	17	-2	15	-6.2	14	36
C=CCNC(=S)N/N=C/c1ccc(N(CC)Cc2ccccc2)cc1	2.2	33	7	-5	4	12	-2	1	-0.4	9	-18
COc1ccc(C2C(C#N)=C(N)Oc3c2sc2nc(C)cc(C)c32)cc1 (centres undefined)	0.9	0	-38	-14	-9	6	-1	44	-0.9	-3	-38
CCN1C(=O)/C(=C\N(C(C)=O)c2ccccc2)OC1=S	-0.1	-58	-5	-1	3	35	-1	-10	-0.2	-119	-11
CN(C)CCCN(Cc1ccccc1)C(=S)Nc1ccc(OC(F)F)cc1	0.2	18	20	2	4	19	1	3	2.4	5	20
CC(C)NC(=O)C(=O)Nc1ccc2c(c1)N(S(=O)(=O)c1cccs1)CCC2	-0.1	14	19	-9	-6	-2	0	8	0.3	10	5
O=S(=O)(Cc1ccccc1Cl)N1CCN(Cc2ccc3c(c2)OCO3)CC1	0.0	8	9	5	-18	5	4	4	-0.4	-1	-6
N#Cc1ccc(COC(=O)CN2C(=O)NC3(CCCC3)C2=O)cc1	-0.4	-6	6	4	9	2	.	-24	-0.3	0	-5
Cc1ccc(NC(=O)CCC(=O)NNC(=O)CCc2ccccc2)c(C)c1	-0.1	-2	19	1	9	0	-1	12	-0.3	0	-6
O=C(NCc1ccccc1)C1=C[C@H](C2CCCCC2)C[C@H](OCCCCO)O1	0.0	0	7	-21	16	-9	2	5	-2.2	-10	25
CN1CCN(C(=O)CCN2C(=O)/C(=C\c3ccc(F)cc3)SC2=S)CC1	1.1	15	-76	12	7	6	.	3	-3.0	-17	-14
COc1ccc(C)cc1NC(=O)COC(=O)Cc1c[nH]c2ccccc12	-0.1	4	4	1	-1	16	.	.	4.9	19	21
(list continues)
SMILES	aDG glyco up	Peg3 prom inh	Shn3 3UTR inh	KKLEB cytotox	CF NFkB block	TWEAK-Fn14 inh	NR2E3 ag-1	MITF TRPM1 inh	iPSC survival up	HIF-2a inh	NR2E3 ag-2
CC(=O)Nc1ccc(-c2csc(Nc3ncccn3)n2)cc1	-0.1	-230	-56	-6	-1	-21	-3	-57	-0.6	-266	-69
COc1ccccc1-c1csc(C(O)c2ccc(F)cc2)n1 (centres undefined)	-0.3	-24	-10	-10	14	-10	.	.	-1.4	-34	-33
O=C(O)c1cccc(S(=O)(=O)Nc2cccc(S(=O)(=O)N3CCCCCC3)c2)c1	0.4	7	7	5	2	9	4	5	-1.0	14	9
CC(C)C[C@H](NC(=O)c1[nH]cnc1C(=O)N[C@@H](Cc1ccccc1)C(=O)OC(C)(C)C)C(=O)OCc1ccccc1	0.0	19	11	-16	16	7	3	2	6.2	25	13
COC(=O)/C(C#N)=C/c1c(Oc2cc(C)cc(C)c2)nc2ccccn2c1=O	0.0	12	9	2	-2	-19	-1	.	-0.6	13	-9
COc1ccc(CCNc2ccc(C(CC(N)=O)NC(=O)Cc3ccc(Br)cc3)cc2[N+](=O)[O-])cc1 (centres undefined)	0.0	21	13	-20	-41	-8	3	9	-2.3	7	11
Cc1ccccc1S(=O)Cc1ccc(C(=O)NCCCN2CCCCC2)o1 (centres undefined)	-0.1	-13	1	12	-14	11	-3	-1	-0.4	9	-14
COc1ccc(N(CC(=O)NCC2CCCO2)C(=O)CCC(=O)Nc2nccs2)cc1 (centres undefined)	-0.1	-10	.	-2	-5	-5	2	-19	-1.3	8	10
COc1ccc(NC(=O)CCC(=O)c2cccs2)cc1S(=O)(=O)Nc1ccccc1Cl	0.4	6	14	-4	8	18	3	6	-0.5	11	-1
CCCCn1nnnc1C(c1ccccc1)N1CCN(CCN2CCOCC2)CC1 (centres undefined)	-0.1	.	.	.	.	9	.	.	-1.1	11	-2
O=C(CCCOc1ccccc1)NC(=S)Nc1ccccc1	-0.3	-24	-58	3	-15	-15	4	-10	-0.5	-72	4
COc1ccc(CCNCc2c(OC)ccc3ccccc23)cc1OC	0.4	3	1	4	-14	4	3	-28	-0.1	13	-40
Cc1ccc2nc(SCC(=O)N(C)C3CCS(=O)(=O)C3)[nH]c2c1 (centres undefined)	-0.2	8	-14	-12	-32	20	-2	14	0.4	6	-21
CC1(C)CC2(CC(c3ccccc3)Oc3cc(O)ccc32)NC(=S)N1 (centres undefined)	-0.5	6	3	12	-14	-1	2	5	3.5	14	-9
CCOC(=O)C(=CNc1ccc(OC)cc1[N+](=O)[O-])C(=O)OCC	0.4	-19	0	17	-14	11	0	2	-0.3	-23	16
NS(=O)(=O)c1ccc(CCNC(=O)c2ccc(S(=O)(=O)N3CCCCC3)cc2)cc1	-0.1	19	-21	-11	-10	-14	0	8	-3.5	21	-29
COc1ccc(C(=O)NNC(=O)CSc2nnc(C3CC3)n2C)cc1	0.0	3	9	-1	1	10	2	11	0.1	7	-14
O=C(NCc1cn2ccccc2n1)C1CCC(=O)N(Cc2ccccc2F)C1 (centres undefined)	-0.3	-4	3	15	-18	5	4	6	0.3	10	16
CCOC(=O)c1ccc(S(=O)(=O)Nc2cc(S(=O)(=O)Nc3ccc(OC)cc3)ccc2O)cc1	-0.3	4	-6	16	-1	-13	.	2	1.0	11	-31
CC(C(=O)NC1CCCCCC1)N(c1ccccc1)S(C)(=O)=O (centres undefined)	-0.2	10	-7	-30	5	2	-2	-7	-1.9	6	-10
CC(C)=CCC/C(C)=C/COc1ccc2ccc(=O)oc2c1	0.2	-59	-7	2	-8	-27	0	-20	-3.3	-107	-1
CC(C)C(OC(=O)c1ccco1)C(=O)NC1CCCC1 (centres undefined)	0.0	8	-6	-1	-13	8	7	-3	0.3	15	-11

Nine entries from above, with values under each structure:
Second line of a record – aDG glyco up	Peg3 prom inh	Shn3 3UTR inh	KKLEB cytotox	CF NFkB block	TWEAK-Fn14 inh	NR2E3 ag-1	MITF TRPM1 inh	iPSC survival up	HIF-2a inh	NR2E3 ag-2
> Cc1ccccc1S(=O)Cc1ccc(C(=O)NCCCN2CCCCC2)o1 (centres undefined)
→ -0.1	-13	1	12	-14	11	-3	-1	-0.4	9	-14
> COc1ccc(N(CC(=O)NCC2CCCO2)C(=O)CCC(=O)Nc2nccs2)cc1 (centres undefined)
→ -0.1	-10	.	-2	-5	-5	2	-19	-1.3	8	10
> COc1ccc(NC(=O)CCC(=O)c2cccs2)cc1S(=O)(=O)Nc1ccccc1Cl
→ 0.4	6	14	-4	8	18	3	6	-0.5	11	-1
> CCCCn1nnnc1C(c1ccccc1)N1CCN(CCN2CCOCC2)CC1 (centres undefined)
→ -0.1	.	.	.	.	9	.	.	-1.1	11	-2
> O=C(CCCOc1ccccc1)NC(=S)Nc1ccccc1
→ -0.3	-24	-58	3	-15	-15	4	-10	-0.5	-72	4
> COc1ccc(CCNCc2c(OC)ccc3ccccc23)cc1OC
→ 0.4	3	1	4	-14	4	3	-28	-0.1	13	-40
> Cc1ccc2nc(SCC(=O)N(C)C3CCS(=O)(=O)C3)[nH]c2c1 (centres undefined)
→ -0.2	8	-14	-12	-32	20	-2	14	0.4	6	-21
> CC1(C)CC2(CC(c3ccccc3)Oc3cc(O)ccc32)NC(=S)N1 (centres undefined)
→ -0.5	6	3	12	-14	-1	2	5	3.5	14	-9
> CCOC(=O)C(=CNc1ccc(OC)cc1[N+](=O)[O-])C(=O)OCC
→ 0.4	-19	0	17	-14	11	0	2	-0.3	-23	16
